RmlC RmlD mix: mixture blocks RmlC and RmlD coupled enzyme activity. AID 1532. inhibition, % at 5.5 µM. actives 0.39% (n = 110,000). RmlC/RmlD coupled enzyme inhibition, 384-well mixture HTS; in the data active means inhibition above about 30%, passing the limit was not always enough; further: strong numbers were not always called active
RT RNaseH block: inhibitors of HIV-1 reverse transcriptase RNase H; inhibition, % at 10 µM; P04585; actives 1.9% (n = 65,000); RT-RNase H RNA/DNA duplex cleavage, fluorescence; in the data active means inhibition above about 50%
Numbers without * were called inactive; / = no result given.

molecule	RmlC RmlD mix	RT RNaseH block
CC(=O)Nc1ccnc(-c2cccnc2)n1	3	/
C=CCOC(=O)C1=C[C@H](C(C)(C)C)[C@@H](CCCO)[C@H](OCC)O1	2	/
CCC(=O)c1cn(Cc2ccc(C#N)cc2)c2ccccc12	-10	/
Cc1cc(C(=O)N(C)CC(=O)Nc2ccccc2C(F)(F)F)c(C)o1	-7	7
CN(C)CCNC(=S)Nc1cccc(Cl)c1	-6	/
CS(=O)(=O)c1ccc2nc(NC(=O)Cc3ccccc3)sc2c1	/	0
CCSc1nnc(NC(=O)c2ccc(C)o2)s1	-26	2
Cc1ccc(C)c(NC(=S)N2CCC(N(C)CC3CCCO3)CC2)c1 (centres undefined)	-1	/
COc1ccc(-n2nnnc2-c2ccccc2)cc1	-6	/
CNC(=O)CSc1nnc(-c2cccs2)o1	11	/
O=C(Cn1cnc2c(cnn2-c2ccccc2)c1=O)N1CCOCC1	-7	-13
CC1CCN(c2nc(-c3ccccc3)c(C#N)c(=O)[nH]2)CC1	5	-1
COc1cc(/C=C2/N=C(c3ccccc3F)OC2=O)cc(Cl)c1OS(C)(=O)=O	-43	/
O=S(=O)(c1ccc(Cl)cc1)N1CCC(n2cnc3cc(C(F)(F)F)ccc32)CC1	8	/
COc1ccc(-n2ccnc2SCC(=O)Nc2ccccc2)cc1	-9	-38
COc1ccc(N=c2ssnc2Cl)cc1	-3	/
C[C@H]1CCC[C@@]2(O[C@H](CCO)C[C@H](O)[C@H]2O)O1	-10	/
COC(=O)c1cc(O)c(OCc2ccccc2)c(O)c1	1	1
Cc1ccc2cc(CN(CC3CCCO3)S(=O)(=O)c3cccc4nsnc34)c(=O)[nH]c2c1 (centres undefined)	5	-1
O=C(COC(=O)CN1C(=O)C2CC=CCC2C1=O)Nc1cc(C(F)(F)F)ccc1N1CCOCC1 (centres undefined)	-12	3
Cc1ccc(C(=O)N[C@@H](C)CN2C3=NC[C@H](C(C)C)N3C[C@H]2Cc2ccc(O)cc2)cc1Br	-11	/
CCCCC(=O)N1CC2(C)CN(C(=O)CCCC)CC(C)(C1)C2=O	9	-5
COc1ccc(CCNC(=O)Cc2ccc(OC)c(OC)c2)cc1OC	6	/
CCOc1ccc(C(C)=O)cc1N1C(=O)C2C(C1=O)C1C=CC2C12CC2 (centres undefined)	3	/
COc1ccc(-n2nnnc2SCC(=O)c2ccc(OC)c(OC)c2)cc1	1	-30
CC(C)Oc1cccc(C(=O)Nc2ccccc2N2CCOCC2)c1	9	-8
CC1=CC2(O)OCCN(CCO)C2=CC1=O (centres undefined)	9	/
O=C(NC1CS(=O)(=O)CC1NCc1ccco1)c1ccccc1 (centres undefined)	4	-6
Cc1ccc(C)c(NC(=S)NC(C)C(c2cccs2)N2CCOCC2)c1 (centres undefined)	7	/
O=C(Nc1nccs1)c1ccc(S(=O)(=O)c2ccccc2)cc1	39	-6
COc1ccc(NC(=O)Nc2ccc3nsnc3c2)cc1	14	/
COc1ccc(OC)c(C(=O)CSc2nc3ncccc3[nH]2)c1	-8	3
C=CCc1cccc2cc(C(=O)NCc3cccnc3)c(=O)oc12	-8	-19
CC(=O)Nc1ccc(NC(=O)C2CCCN(c3ncccn3)C2)cc1 (centres undefined)	12	/
COc1cc2c(C(=O)N3CCN(C)CC3)c(C)n(C)c2cc1Br	9	-8
Cc1[nH]ccc(=O)c1OC1OC(CO)C(O)C(O)C1O (centres undefined)	8	/
CC(C)N1CCc2c(sc(N)c2C#N)C1	23	1
COc1cccc(N2C(=O)C3ON(c4ccccc4)C(c4cccs4)C3C2=O)c1 (centres undefined)	3	-12
O=c1[nH]c(=O)n(Cc2ccco2)c(O)c1C=NCCCn1ccnc1	/	-43
COC(=O)c1ccccc1NC(=O)C1CCN(C(=O)c2cc(OC)cc(OC)c2)CC1	4	-10
CC(C(=O)NCc1ccco1)n1nc(-c2ccccc2)c2cc(Cl)ccc21 (centres undefined)	3	17
CCNC(=S)NNC(=O)c1cccc(Br)c1	-8	/
COc1ccc(S(=O)(=O)N(C)C2CCN(C)CC2)cc1	2	-3
CC(C)c1cc(C(=O)Nc2cccnc2)no1	82	0
COc1ccc2c(c1)CC(C1(O)C(=O)N(C)c3ccccc31)C2=O (centres undefined)	-8	1
C/C=C1\COC(C(=O)NCc2ccccc2)(C(F)(F)F)C=C1C=C(C)C (centres undefined)	8	/
Cc1cccc(NCCNc2cccc(C)c2)c1	24	/
Cc1nc(-c2ccccc2)cc(=O)[nH]1	-15	-9
CC1CN(CC(=O)N2CCc3[nH]c4ccccc4c3C2)CC(C)O1 (centres undefined)	9	2
O=C(Oc1ccc(-c2nnco2)cc1)N(c1ccccc1)c1ccccc1	-5	-3

(continued)
molecule	RmlC RmlD mix	RT RNaseH block
COc1ccc(CCN=CC2=C(O)CC(C)(C)CC2=O)cc1	9	/
Cc1ccc(-c2nnn(CC(=O)N(CC(=O)NC3CCCC3)c3cnc4ccccc4c3)n2)o1	-7	10
C/C(=C(\C#N)C(=O)NCCCN1CCOCC1)N(C)C	3	0
COCCSc1nnc(NC(=O)C(C)(C)C)s1	-14	/
COc1ccc(-c2nc(C)ncc2N=Nc2ccccc2)cc1	10	/
Cc1c(Br)cc(C(=O)N2CCCC2)c(C)c1C	7	-14
COc1ccccc1CCNCc1cc2c(cc1[N+](=O)[O-])OCO2	2	/
CC(CO)(CO)N=Cc1c(O)n(-c2cccc3ccccc23)c(=O)[nH]c1=O	-11	-5
Cc1cc(C)cc(NC(=S)NCc2cccn2C)c1	11	/
CS(=O)(=O)c1cccc(C(=O)Oc2ccccc2)c1	6	-2
COCCn1nnnc1CN1CCC(NC(=O)c2ccc(Br)cc2)CC1	-15	2
CC(=O)C1=C(O)C(=O)N(CC(=O)O)C1c1ccccc1Cl (centres undefined)	-14	-8
O=C(c1cccc(Cl)c1Cl)N1CCN(c2ccccn2)CC1	5	-4
CCOc1ccc(/C=N/n2c(SC)nnc(C(C)(C)C)c2=O)cc1	-11	/
COc1ccc2[nH]c(C)c(C(=O)CN3CC(C)OC(C)C3)c2c1 (centres undefined)	/	-3
CCCCn1c(SCc2cc(=O)n3ccsc3n2)nc2cc(C(=O)OC)ccc2c1=O	/	-5
CCN1CCN(C(c2cccs2)C(C)NC(=O)c2cccnc2)CC1 (centres undefined)	-7	3
COc1cc(NC(=S)NC(=O)c2ccc(C)cc2C)ccc1NC(=O)c1cccs1	-11	/
CCOC(=O)C1(C)NC(c2ccc(OC)c(OC)c2)C2C(=O)N(CC)C(=O)C21 (centres undefined)	-50	-1
Cn1c(=O)c2c(nc(CN3CCOCC3)n2CCc2ccccc2)n(C)c1=O	-10	-7
COc1ccc(CNc2ccc(-c3ccccc3OC)nn2)cc1	-10	/
COC(=O)CSc1nc(-c2ccccc2)c2c(c1C#N)CCCC2	-13	/
CC1=C(C(=O)Nc2ccccc2)C(c2ccco2)n2ncnc2N1 (centres undefined)	-10	-8
CCOC(=O)c1c(NC(=O)CSc2nnc(-c3ccco3)o2)sc(C(C)=O)c1C	-20	-26
CCOc1cc(-c2nn3cnnc3s2)cc(OCC)c1OCC	13	-13

3 entries out of the list, arranged by heavy-atom count, smallest number first:
molecule	RmlC RmlD mix	RT RNaseH block
COc1ccc(-c2nc(C)ncc2N=Nc2ccccc2)cc1	10	/
CC(CO)(CO)N=Cc1c(O)n(-c2cccc3ccccc23)c(=O)[nH]c1=O	-11	-5
COc1cc(NC(=S)NC(=O)c2ccc(C)cc2C)ccc1NC(=O)c1cccs1	-11	/

Continuation.
molecule	RmlC RmlD mix	RT RNaseH block
CCN(CC)CCOc1cc2c(nn1)Oc1ccccc1N2C	-11	-14
CCOc1cc(-c2nnc(-c3ccco3)o2)cc(OCC)c1OCC	14	-5
Cc1ccc(-c2nc(CS(=O)CC(=O)NCCCN3CC(C)CC(C)C3)c(C)o2)cc1 (centres undefined)	-14	-2
O=C1C(=C2CCCCC2)SC(=S)N1Cc1ccco1	1	6
Cc1ccc(-c2cc(-c3ccccc3Cl)c(C#N)c(N)n2)o1	-13	50
CC(C)(C)OC(=O)NCCCCC1=CC2=CC(=O)C(C)(OC(=O)c3cnc4ccccc4n3)C(=O)C2=CO1 (centres undefined)	-8	/
CCc1cc2c(=O)c(-c3nc4ccccc4[nH]3)coc2c(CN2CCC(C)CC2)c1O	/	-2
CSC1=Nc2sc3c(c2C2=NCCN12)CC(C)(C)OC3	/	-14
Cc1cccc(N2CC(c3nc4ccccc4n3C)CC2=O)c1C (centres undefined)	-7	-10
COC(=O)c1ccc(C)c(NC(=O)CN2C(=O)c3ccccc3S2(=O)=O)c1	-19	-11
CC(=O)Nc1ccc(S(=O)(=O)n2cnc(C)c2)cc1	-46	12
Cc1cc(C)cc(N(CC(=O)O)S(=O)(=O)c2c(C)noc2C)c1	-12	/
O=C(Nc1ccc2c(c1)OCO2)C(c1ccccc1)N1CCC2(CC1)OCCO2 (centres undefined)	1	-4
C=CCn1c(SCCOc2ccc(OC)cc2)nnc1C(C)NC(=O)Cc1ccc(OC)cc1 (centres undefined)	5	/
O=C(NCc1nc2ccccc2[nH]1)c1cc2ccccc2oc1=O	-21	-8
Cc1ccc(CN2C3=NC(=O)CN3c3ccccc32)cc1	-16	-6
Cc1c(SCCO)c(=O)[nH]c2cc3c(cc12)OCO3	5	/
CCO[C@H]1OC(C(=O)N2CCN(Cc3ccccc3)CC2)=C[C@@H](c2ccc(C(F)(F)F)cc2)[C@@H]1CCCO	-6	/
Cn1cc(C(=O)C(F)(F)F)c2ccccc21	-17	/
COCC(=O)n1nc(-c2ccccc2)nc1NCc1ccc(F)cc1	7	7
Cn1cccc1C1Nc2ccccc2NC2=C1C(=O)CC(C)(C)C2 (centres undefined)	7	/
Cc1ccc2nc(C3CCN(C(=O)NCc4ccccc4)CC3)[nH]c2c1	5	-7
O=C(NCCc1nc(-c2ccccc2)no1)c1ccco1	8	/
Cc1cccc(N(C(=O)c2ccc(CN3CCOCC3)o2)C(C(=O)NC(C)(C)C)c2ccc(F)cc2)c1 (centres undefined)	5	/
CCOC(=O)CSc1nc2c(c(=O)n(Cc3ccccc3Cl)c(=O)n2C)n1C	12	23
COc1cccc(CNC(=O)C(CCSC)NS(=O)(=O)c2ccc3c(c2)oc(=O)n3C)c1 (centres undefined)	-6	-14
CCOC(=O)c1cn(CC(=O)Nc2ccc(CC)cc2)nn1	-8	-19
CC(C)(C)OC(=O)N1CCC(C(=O)N2CCOCC2)CC1	-5	-12
CC12CCC(C(=O)N3CCCCC3)(CC1=O)C2(C)C (centres undefined)	10	0
O=C(NCc1cccc(F)c1)C1CCN(S(=O)(=O)Cc2ccccc2)CC1	-11	-10
O=C(Nc1sc2c(c1C(=O)O)CCCCC2)c1ccco1	10	-1
COc1cc(/C=N/NC(N)=S)ccc1OC(=O)c1ccc(C)cc1	-16	/
CCOC(=O)C1=C(C)C(c2ccc(OC)cc2OC)NC(=O)N1 (centres undefined)	-14	7
CC1Cc2ccccc2N1C(=O)CSc1nc2c(c(=O)n(C)c(=O)n2C)n1Cc1ccc(F)cc1 (centres undefined)	-10	/
COc1ccc(/C=N/N2C(=O)CSC2=S)cc1	2	/
COc1ccc(OC)c(-n2nnnc2SCC(=O)Nc2ccc3c(c2)OCCO3)c1	5	17
CN1C(=O)CCC1(O)c1ccccc1 (centres undefined)	7	-2
CC(C)c1cc(NC(=O)C(C)(C)C)cc(C(C)C)c1O	1	-10
CCOC(=O)Cc1csc(NS(=O)(=O)Cc2ccccc2)n1	-9	-5
CC(=O)c1oc2ccccc2c1NC(=O)CCCN1C(=O)c2ccccc2C1=O	-6	/
CNC(=S)NNC(=O)c1cccc(C(F)(F)F)c1	11	/
O=C1C2C3C=CC(C3)C2C(=O)N1CCC(=O)N1CCc2ccccc21 (centres undefined)	-1	/
CCS(=O)(=O)N1CCN(c2nc(-c3ccccc3)cs2)CC1	16	56*
CC(=O)C(Cc1cnc(Cl)s1)(Cc1cnc(Cl)s1)C(C)=O	3	/
CCC(=NC1CC1)c1c(O)n(-c2ccc(OC)cc2)c(=O)[nH]c1=O	5	1

Some of the entries above, reformatted:
Fields – RmlC RmlD mix	RT RNaseH block
CC(=O)Nc1ccnc(-c2cccnc2)n1
 : 3	/
C=CCOC(=O)C1=C[C@H](C(C)(C)C)[C@@H](CCCO)[C@H](OCC)O1
 : 2	/
CCC(=O)c1cn(Cc2ccc(C#N)cc2)c2ccccc12
 : -10	/
Cc1cc(C(=O)N(C)CC(=O)Nc2ccccc2C(F)(F)F)c(C)o1
 : -7	7
CN(C)CCNC(=S)Nc1cccc(Cl)c1
 : -6	/
CS(=O)(=O)c1ccc2nc(NC(=O)Cc3ccccc3)sc2c1
 : /	0
CCSc1nnc(NC(=O)c2ccc(C)o2)s1
 : -26	2
Cc1ccc(C)c(NC(=S)N2CCC(N(C)CC3CCCO3)CC2)c1 (centres undefined)
 : -1	/
COc1ccc(-n2nnnc2-c2ccccc2)cc1
 : -6	/
CNC(=O)CSc1nnc(-c2cccs2)o1
 : 11	/
O=C(Cn1cnc2c(cnn2-c2ccccc2)c1=O)N1CCOCC1
 : -7	-13
CC1CCN(c2nc(-c3ccccc3)c(C#N)c(=O)[nH]2)CC1
 : 5	-1
COc1cc(/C=C2/N=C(c3ccccc3F)OC2=O)cc(Cl)c1OS(C)(=O)=O
 : -43	/
O=S(=O)(c1ccc(Cl)cc1)N1CCC(n2cnc3cc(C(F)(F)F)ccc32)CC1
 : 8	/
COc1ccc(-n2ccnc2SCC(=O)Nc2ccccc2)cc1
 : -9	-38
COc1ccc(N=c2ssnc2Cl)cc1
 : -3	/
C[C@H]1CCC[C@@]2(O[C@H](CCO)C[C@H](O)[C@H]2O)O1
 : -10	/
COC(=O)c1cc(O)c(OCc2ccccc2)c(O)c1
 : 1	1

An excerpt. The share of hits here may be higher or lower than overall.
